# pAkt inh = inhibitors of Akt phosphorylation | Neuro2A IGF-stimulated pAkt S473 HTRF, 20 min; stronger effect = lower value | activity change, % for hits at 50 µM | hit rate 0.32% among 360,000; in the data active = activity change below about -80%; inconclusive = mostly about -51% to -80%; also: % is scaled to controls: 0 for no effect and ±100 for the full control effect
#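 Neuro2A cells in DMEM with 0.5% FBS, overnight at 37 deg C, given compound at single 50 µM final, then IGF (6 nM final) for 20 min at 37 deg C. Lysed; phospho-Akt Ser473 by HTRF after 24 h, 665/615 ratio.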
# Mm-Cpn inhibitor = M. maripaludis TRiC chaperonin inhibition | purified Mm-Cpn ATPase, ADP Transcreener TR-FRET | AID 504842 | hit rate 0.031% among 330,000 | Potency, µM (highest dose often 76.9 µM), inactives show at the highest dose activity, negative = inhibition, most hits filed as inhibitors; also: potency is read from the fitted curve at half-maximal effect; % is scaled to controls: 0 for no effect and ±100 for the full control effect; nearly all actives have a fitted effect of over 80% in size
#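 Quantitative HTS used 25 nM Mm-CPN and 10 uM ATP in magnesium/KCl Tris buffer, pH 7.4, with 1 mM DTT. Hydrolysis ran 30 min at 37°C; ADP was read by HTRF.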
# Nrf2 block = Nrf2 pathway inhibition | A549 ARE-Fluc reporter, luciferase luminescence, 18-24 h | Potency, µM (titrated, usually from 46 µM), inactives show at the highest dose activity change, negative = inhibition, actives largely listed as inhibitors | hit rate 2.1% among 360,000 | AID 504444; also: potency is read from the fitted curve at half-maximal effect; % is scaled to controls: 0 for no effect and ±100 for the full control effect; nearly all actives have a fitted effect of over 60% in size
#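 Two sequential reads on A549 ARE_Fluc cells exposed to compound for 18-24 h: a CellTiter-Fluor fluorescence read for viability, then a luciferase luminescence read for Nrf2/ARE activity.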
# A549 viability = kills or reduces viability of A549 cells in Nrf2 counter-screen; AID 504648; hit rate 0.16% among 390,000; Potency, µM (series often up to 46 µM), for the others: top-dose activity change, negative = cytotoxicity, actives largely listed as inhibitors; A549 ARE-Fluc cells, CellTiter-Fluor viability, 18-24 h; also: potency is read from the fitted curve at half-maximal effect; % is scaled to controls: 0 for no effect and ±100 for the full control effect
#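 Cytotoxicity counterscreen: CellTiter-Fluor fluorescence was measured in A549 ARE_Fluc cells after 18-24 h of compound exposure in a concentration series. The subsequent BugLite luminescent read reports ARE-luciferase activity.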
# TGFb SMAD3 inh = TGF-b pathway inhibition; AID 588855; hit rate 1.2% among 410,000; HepG2 CAGA-GFP TGF-b/SMAD3 reporter, GFP fluorescence, 18 h; TGF-beta stimulated, 500 pg/mL final; Potency, µM (series often up to 46.1 µM), for inactives: at the highest dose activity, negative = inhibition, usual class: inhibitors; also: potency is read from the fitted curve at half-maximal effect; % is scaled to controls: 0 for no effect and ±100 for the full control effect; nearly all actives have a fitted effect of over 65% in size
#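 HEPG2 CAGA-GFP, 1000 cells/well; 2 h settle, 37 C; cpd via pin tool; TGF-b 500 pg/mL final; 18 h, 37 C; GFP imaging ex488/em500-530; %Activity normalised to -TGF-b and +DMSO controls; CRC fit, curve class.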
# CCT chaperon mod = modulators of cytosolic chaperonin (CCT/TRiC) activity | AID 651819 | activity change, % (concentration not given with the values), hits read low | hit rate 0.3% among 360,000 | purified chaperonin ATPase assay, HTRF ADP detection, 30 min; in the data active = activity change below about -30%; also: % is scaled to controls: 0 for no effect and ±100 for the full control effect
#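 TRiC (40 or 20 nM final, by batch activity) in 30 mM Tris pH 7.4, 100 mM KCl, 5 mM MgCl2, 1 mM DTT was treated with compound at 76 uM single dose, then 10 uM ATP, 30 min at 37 °C. ADP was read by HTRF Transcreener.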
# Nrf2 ARE act = Nrf2 pathway activation; AREc32 ARE-luciferase reporter (MCF7-derived line), luminescence, 24 h; Potency, µM (top dose mostly 46.1 µM), without a hit: at the highest dose activation, most hits filed as activators; hit rate 0.31% among 410,000; also: potency is read from the fitted curve at half-maximal effect; % of control where 0% means no effect; nearly all actives have a fitted effect of over 65% in size
#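 Luminescent ARE reporter assay in AREc32_Fluc cells: overnight plating at 37 deg C, 24 hr compound incubation, Steady-Glo added, 30 min RT before reading.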
# HepG2 viability = counter-screen for TGF-b inhibitors: cytotoxicity in HepG2 cells | HepG2 CAGA-GFP viability, ATP luminescence, 18 h | Potency, µM (titrated, usually from 46.1 µM), without a hit: top-dose activity change, negative = cytotoxicity, usual class: cytotoxic | hit rate 0.76% among 410,000 | AID 588856; also: potency is read from the fitted curve at half-maximal effect; some results filed as inactive show a strong effect at the top dose
#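 HepG2 CAGA-GFP cells (1000/well, DMEM with 1% FBS) received compound, then TGF-beta at 500 pg/mL final, and were incubated 18 hours at 37 degrees C. Viability was read by CellTiter-Glo luminescence. Media-only wells were set as complete cell-killing and DMSO as no toxicity.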
# Abeta yeast res = compounds reversing amyloid beta toxicity in yeast. yeast expressing A-beta42, growth rescue, OD600, 48 h; response scale: 0% DMSO, 100% iron-clioquinol control. Potency, µM (doses to about 46.1 µM), without a hit: at the highest dose growth rescue, hits mostly activators. hit rate 0.063% among 410,000; also: potency is read from the fitted curve at half-maximal effect; nearly all actives have a fitted effect of over 55% in size
#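 Yeast growth medium received pinned compounds, then yeast cells expressing toxic A-beta were added; plates incubated at 30 C for 48 hr. Growth read as absorbance at 600 nm, normalized to DMSO and equimolar FeCl3 plus clioquinol controls.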
# * = called active by the depositor; i = inactive; ? = inconclusive; . = not tested or not shown; [ ] = remark or other dose. Unless noted, calls follow the shape of the dose curve; as a rule, active = well fitted curve in the direction sought with a large enough effect; inconclusive = small, poorly fitted or top-dose-only effect, or another doubt; inactive = no such curve, though single readings can be large; an effect the other way counts as inactive or inconclusive. Hits appear at their usual frequency. Share with any hit: about 4.3%.
SMILES,pAkt inh,Mm-Cpn inhibitor,Nrf2 block,A549 viability,TGFb SMAD3 inh,CCT chaperon mod,Nrf2 ARE act,HepG2 viability,Abeta yeast res
CC(=O)c1ccc(NC(=O)CSc2ccc(-c3ccc(-n4cccn4)cc3)nn2)cc1,i,?,13.5%,-6.2%,2.8%,1.1,-0.2%,15.5%,0.4%
COCCn1c(Cc2cccn2C)nnc1SCC(=O)NCc1ccc2c(c1)OCO2,i,-2.1%,-18.3%,-12.0%,-17.3%,-2.7,-0.6%,-1.1%,-9.9%
Cn1cnnc1SCC(=O)Nc1ccc2ccccc2c1,i,-0.3%,4.0%,7.2%,-7.4%,-3.9,-0.7%,-1.9%,0.9%
CCCC(=O)Nc1cccc(-c2nc3cc(C)c(C)cc3o2)c1C,.,.,?,0.2%,5.2%,.,3.4%,-30.6%,5.7%
CCc1ccc2c(CN(C)Cc3ccccc3OC)cc(=O)oc2c1,i,0.9%,2.9%,-2.6%,0.0%,1.5,2.5%,2.9%,6.3%
O=C(NCc1ccccc1Br)c1cccs1,i,.,.,.,-2.5%,1.1,0.0%,-1.5%,-12.1%
CCOC(=O)c1c(NC(=O)C2=C(C)NC(=S)NC2c2ccc(C)cc2)sc(C)c1C (stereo unspecified),i,-14.2%,?,-18.6%,6.3%,-1.8,1.9%,25.5%,-20.2%
CC(=O)NCC(=O)OCC(=O)c1ccc(C)c(C)c1,i,0.9%,10.3%,-7.4%,0.8%,-0.6,0.2%,-15.9%,10.0%
O=C(Nc1ccccn1)c1ccc(Cl)c(S(=O)(=O)N2CCOCC2)c1,i,-1.0%,-9.0%,-1.9%,0.0%,-3.1,?,-35.0%,-13.8%
Oc1ccc(/C=N/N2CCCCC2)c(O)c1,i,-0.5%,?,1.8%,8.1%,-0.3,1.7%,-13.6%,-1.8%
CN(C)S(=O)(=O)c1ccc(Cl)c(NC(=O)COC(=O)/C=C/c2cnc3ccccc3n2)c1,i,-16.9%,19.3%,2.7%,2.9%,-1.1,1.7%,-10.0%,7.1%
CC1(C(=O)NS(=O)(=O)Cc2cccc(Cl)c2)CCN1C(=O)CCc1cccs1 (stereo unspecified),i,.,.,.,12.2%,0.7,-0.7%,-9.9%,-7.8%
CCO/C=C1/C(=O)N(CC)c2ccccc21,i,-1.2%,?,3.5%,-6.7%,-2.7,-0.4%,-10.6%,-8.5%
Cc1ccc(S(=O)(=O)N2CCC[C@H]2C(=O)OCc2nc3ccccc3s2)cc1,i,.,-1.4%,0.9%,3.4%,-4.3,0.2%,4.5%,-2.6%
CC1CN(C(=O)C(C)N2CCN(c3cccc(Cl)c3)CC2)CC(C)O1 (stereo unspecified),i,-0.1%,?,0.2%,57.6%[activator],2.0,0.3%,0.0%,-6.5%
CC(C)Cc1nnc(NC(=O)CC(C)c2ccccc2)s1 (stereo unspecified),i,-2.2%,5.0%,7.4%,24.4%,-0.9,-0.1%,41.4%,-2.4%
COc1cc(CC(NC(C)=O)C(=O)NC2CCN(c3nc(C)cc(C)c3C#N)CC2)cc(OC)c1 (stereo unspecified),i,-10.5%,3.7%,3.6%,6.3%,-1.3,2.2%,-5.7%,14.5%
COc1ccc(OC)c(S(=O)(=O)N2CCC(C(=O)Nc3ccc(C)c(C)c3)CC2)c1,i,0.2%,?,-19.1%,-2.1%,-1.3,-0.4%,-23.1%,10.3%
Cc1ccccc1/C=C/c1cc[n+](C)cc1,i,-1.9%,1.3µM*,-8.1%,?,-2.7,14.3%,-23.3%,7.3%
COC(=O)c1sccc1NC(=S)N1CCN(c2cc(C)ccc2C)CC1,i,-1.3%,-6.5%,1.8%,-8.9%,0.3,0.7%,-18.3%,-29.9%
CC(C)N(c1ccccc1)c1ccc(NC(=O)C2CCCO2)cc1 (stereo unspecified),i,2.2%,-31.5%,0.1%,?,1.2,-0.5%,-5.0%,7.3%
Cc1ccc(-n2nc(C)c3c(C)cc(=O)n(CC(=O)NC(C)c4ccccc4)c32)cc1 (stereo unspecified),.,.,?,6.7%,2.8%,.,-0.6%,3.4%,-15.4%
Cc1cc(NC(=O)COC(=O)c2cccc(O)c2)no1,i,2.1%,6.5%,11.8%,-1.5%,0.4,-0.8%,0.9%,-1.3%
Cc1cc(NC(=O)c2ccc3c(c2)N(Cc2cccc(Cl)c2)C(=O)c2ccccc2S3(=O)=O)ccc1Br,.,.,-7.4%,6.7%,-11.7%,.,0.2%,-11.4%,-20.1%
CN(CC(=O)Nc1ccc(F)c(F)c1)S(=O)(=O)c1cccc2nsnc12,i,1.8%,2.7%,8.6%,-11.0%,0.5,0.3%,9.6%,18.8%
O=C(/C=C/c1ccccc1[N+](=O)[O-])N1CCN(C(=O)c2ccco2)CC1,i,4.7%,-4.6%,-0.3%,-1.0%,0.7,5.2%,-11.9%,3.2%
COc1ccc(N2CCN(C(=O)c3cnn(-c4ccc(F)cc4)c3-n3cccc3)CC2)cc1,.,.,41.5%,-7.1%,1.3%,.,-0.3%,4.6%,-11.3%
CCOc1ccc(-c2nc(SCC(=O)NCCCOC)c(-c3ccccc3)[nH]2)cc1,.,.,?,7.3%,?,.,5.9%,-13.3%,-14.4%
O=C(NCc1ccco1)c1ccc(N2CCCC2=O)cc1,i,0.8%,20.2%,-1.8%,0.2%,-1.6,2.1%,1.8%,-7.2%
CCCn1c(NCc2ccccc2NS(=O)(=O)c2ccc(C)cc2)nc2ccccc21,i,?,?,-0.5%,0.0%,-1.5,0.3%,-9.8%,9.9%

# 2 records picked at random from the list so far, as already listed:
SMILES,pAkt inh,Mm-Cpn inhibitor,Nrf2 block,A549 viability,TGFb SMAD3 inh,CCT chaperon mod,Nrf2 ARE act,HepG2 viability,Abeta yeast res
Cc1cc(NC(=O)COC(=O)c2cccc(O)c2)no1,i,2.1%,6.5%,11.8%,-1.5%,0.4,-0.8%,0.9%,-1.3%
Cc1cc(NC(=O)c2ccc3c(c2)N(Cc2cccc(Cl)c2)C(=O)c2ccccc2S3(=O)=O)ccc1Br,.,.,-7.4%,6.7%,-11.7%,.,0.2%,-11.4%,-20.1%

# (listing goes on)
SMILES,pAkt inh,Mm-Cpn inhibitor,Nrf2 block,A549 viability,TGFb SMAD3 inh,CCT chaperon mod,Nrf2 ARE act,HepG2 viability,Abeta yeast res
C/C(=N\NC(=O)COc1ccc(C)cc1[N+](=O)[O-])c1ccc2c(c1)OCCO2,i,.,-1.5%,0.2%,-6.4%,0.9,-0.8%,-29.9%,4.5%
CCOC(=O)c1sc(NC(=O)/C=C/c2ccc(OCC)cc2)c(C(=O)OCC)c1C,.,.,.,4.1%,-2.5%,.,0.4%,4.6%,-17.1%
COc1cc(C(C)=O)ccc1OC(=O)CN1C(=O)c2ccccc2C1=O,i,0.7%,-9.9%,4.2%,0.1%,0.4,-0.1%,-35.0%,0.0%
O=C(CCl)c1ccc(Cc2ncc(C(F)(F)F)cc2Cl)s1,i,-7.5%,.,-19.7%,-8.0%,1.3,4.8%,-20.6%,-20.1%
COc1ccc(-c2nc(SCC(=O)Nc3cc(C)on3)n[nH]2)cc1,i,0.0%,.,1.3%,21.8%,-3.2,3.6%,1.0%,39.1%
O=C(c1ccc(NS(=O)(=O)c2cccc(F)c2)cc1)N1CCCCC1,i,0.9%,?,-4.7%,-2.0%,-2.5,-0.4%,0.4%,9.2%
CCN=C1SC(C(=O)Nc2cccc(Cl)c2)CC(=O)N1CC (stereo unspecified),i,1.1%,-13.6%,-2.1%,0.9%,-2.2,0.0%,-15.6%,10.8%
CCOC(=O)N1CCN(C(=O)CN(C2CCCCC2)S(C)(=O)=O)CC1,i,0.2%,6.7%,-8.8%,1.6%,1.9,-0.4%,2.2%,-7.2%
C=CCn1c(SCc2nc3ccccc3[nH]2)nnc1-c1ccc(OC)cc1,i,4.7%,?,-9.6%,-0.5%,-0.3,0.4%,-15.5%,18.9%
O=C(COC(=O)c1c2c(nc3ccccc13)CCCCC2)NCc1ccc2c(c1)OCO2,i,-1.9%,?,-6.1%,-29.0%,-1.2,3.2%,-3.2%,-15.0%
CCN1CCN(c2ccc(S(=O)(=O)N3CCCCC3)cc2NC(=O)C(C)Oc2ccc(F)cc2)CC1 (stereo unspecified),i,0.1%,?,-9.7%,11.5%,-2.9,2.5%,8.9%,9.2%
CC(C)OCC(O)CS(=O)(=O)Cc1ccccc1 (stereo unspecified),i,-0.5%,2.9%,0.2%,1.2%,-0.6,0.5%,-8.3%,-9.6%
CCOC(=O)C1CCN(C(=O)c2ccc(NC(=O)c3nsc4ccccc34)cc2)CC1,.,.,.,4.7%,0.0%,.,4.3%,-44.1%,-23.8%
CC(=O)c1c(C)oc2ccc(O)c(CN3CCOCC3)c12,i,-0.3%,20.3%,0.0%,?,-0.5,0.1%,3.9%,-8.8%
COc1cc(C(=O)N(C)CCOc2ccc(C)cc2)ccc1OC1CCN(C(C)=O)CC1,i,-1.0%,-6.7%,-1.8%,-0.8%,-1.5,-0.1%,-7.1%,8.8%
O=C(CCn1nnc(-c2cccs2)n1)NCc1ccccc1Cl,i,-0.9%,-16.0%,2.1%,-29.1%,-2.2,3.1%,-2.8%,-7.3%
Cc1cc(=O)c2c(=O)[nH][nH]c2[nH]1,i,.,.,.,8.4%,1.8,-1.0%,0.4%,2.7%
Cc1ccc(CNC(=O)C2CCC(=O)N(C3CCCC3)C2)c(F)c1F (stereo unspecified),i,-0.8%,-13.1%,-10.1%,8.5%,1.8,-0.2%,3.9%,3.7%

# From PubChem BioAssay
